M1 PAM parental = counter-screen for M1 PAMs: effect in parental CHO-K1 cells; AID 602247; actives 0.02% (n = 360,000); ATP EC20, Fluo-8 calcium fluorescence; 0% at ATP EC20, 100% at ATP max; activation, % at 3 µM;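 active = activation above the run cutoff, the mean activation of all test compounds plus 3 SD, cut at about 40% in these data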;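 also: peak over basal fluorescence ratio in a 140 s read after ATP addition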
M5 antag = CHRM5 antagonism in calcium assay; P08912; CHO-hM5 cells, Fluo-8 calcium fluorescence, ACh EC80; inhibition, % at 3 µM; AID 624040; actives 0.59% (n = 360,000);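 active = inhibition above a per-plate cutoff, the mean of that plate's test compounds plus 3 SD, cut at about 27% in these data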;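 also: 0% = acetylcholine EC80 with DMSO and 100% = DMSO without agonist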
Target sequence (P08912 whole entry, looked up): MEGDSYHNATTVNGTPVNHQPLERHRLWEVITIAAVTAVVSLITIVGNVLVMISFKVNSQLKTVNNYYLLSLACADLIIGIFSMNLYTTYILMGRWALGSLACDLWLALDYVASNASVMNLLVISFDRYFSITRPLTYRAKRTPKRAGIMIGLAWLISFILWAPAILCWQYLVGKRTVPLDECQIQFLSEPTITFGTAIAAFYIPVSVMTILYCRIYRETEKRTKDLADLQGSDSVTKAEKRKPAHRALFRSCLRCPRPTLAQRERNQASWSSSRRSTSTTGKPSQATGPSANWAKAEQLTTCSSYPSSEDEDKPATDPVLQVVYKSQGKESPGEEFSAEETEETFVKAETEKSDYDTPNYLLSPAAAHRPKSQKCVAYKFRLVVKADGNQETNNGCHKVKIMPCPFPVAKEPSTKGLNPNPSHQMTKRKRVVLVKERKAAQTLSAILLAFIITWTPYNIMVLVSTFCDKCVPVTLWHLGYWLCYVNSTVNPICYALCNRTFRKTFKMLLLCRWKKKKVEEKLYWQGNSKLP
CHRM4 PAM = potentiates acetylcholine response at human M4 receptor; CHO-K1 hM4/Gqi5, Fluo-8 calcium fluorescence, ACh EC20; 0% = ACh EC20, 100% = maximal ACh; activation, % at 3 µM; actives 0.4% (n = 360,000); AID 624126;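 active = activation above its plate's cutoff, the mean activation of sample wells plus 3 SD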; also: some results filed as inactive read as strong as hits
Target sequence (P08173 whole entry, looked up): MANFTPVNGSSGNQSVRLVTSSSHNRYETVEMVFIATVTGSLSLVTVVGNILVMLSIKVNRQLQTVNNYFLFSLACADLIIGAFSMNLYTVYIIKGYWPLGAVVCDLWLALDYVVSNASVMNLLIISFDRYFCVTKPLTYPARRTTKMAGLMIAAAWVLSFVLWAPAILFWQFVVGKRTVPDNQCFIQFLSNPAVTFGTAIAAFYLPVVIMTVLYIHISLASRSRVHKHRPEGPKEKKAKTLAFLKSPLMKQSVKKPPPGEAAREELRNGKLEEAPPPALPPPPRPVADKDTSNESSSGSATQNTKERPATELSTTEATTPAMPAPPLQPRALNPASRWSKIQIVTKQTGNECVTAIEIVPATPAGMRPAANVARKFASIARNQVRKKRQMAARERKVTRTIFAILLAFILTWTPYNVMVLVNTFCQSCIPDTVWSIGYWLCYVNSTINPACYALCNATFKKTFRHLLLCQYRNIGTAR
CHRM5 agonist = CHRM5 agonism in calcium assay; P08912; CHO-K1 hM5 cells, Fluo-8 calcium fluorescence; 0% DMSO wells, 100% maximal acetylcholine response; activation, % at 3 µM; actives 0.19% (n = 360,000);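 active = activation above the run's mean over test compounds plus 3 SD, cut at about 23% in these data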;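 also: signal is peak over basal fluorescence ratio across the kinetic read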
CHRM4 antagonist = antagonists of human muscarinic M4 receptor (CHRM4); actives 0.73% (n = 360,000); inhibition, % at 3 µM; CHO-hM4 cells, ACh EC80, Fluo-8 calcium fluorescence; P08173;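 active = inhibition above its plate's cutoff, the mean inhibition of sample wells plus 3 SD, cut at about 27% in these data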;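 also: 0% = acetylcholine EC80 with DMSO and 100% = DMSO without agonist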
CHO-K1 Ca antag = M1 antagonist counterscreen hit in parental CHO-K1 cells; ATP-induced calcium, Fluo-8 fluorescence; inhibition, % at 3 µM; actives 0.6% (n = 360,000); AID 602250;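 active = inhibition above a per-plate cutoff, the plate's mean sample inhibition plus 3 SD, cut at about 24% in these data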;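 also: 0% = DMSO plus EC80 ATP and 100% = DMSO alone without ATP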
CHRM4 agonist = agonists of human muscarinic M4 receptor (CHRM4); actives 0.14% (n = 360,000); activation, % at 3 µM; CHO-K1 hM4/Gqi5, Fluo-8 calcium fluorescence; vehicle 0%, full acetylcholine response 100%; P08173;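 active = activation above the run mean over all test wells plus 3 SD, cut at about 32% in these data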;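 also: peak over basal fluorescence ratio per well then scaled between controls; 0% = DMSO wells and 100% = acetylcholine at EC100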
CHO-K1 Ca ag = nonselective activator or artifact in parental CHO-K1 cells. Fluo-8 calcium fluorescence; scaled to maximal ATP response, vehicle zero. activation, % at 3 µM. actives 0.48% (n = 360,000). AID 602248; in the data active = activation above about 15%;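 also: untransfected CHO-K1 host cells lacking M1 receptor as counterscreen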
M5 PAM = potentiates acetylcholine response at human M5 receptor | activation, % at 3 µM | CHO-K1 hM5, Fluo-8 calcium, ACh EC20 PAM; 0% = ACh EC20, 100% = ACh EC100 | P08912 | AID 624038 | actives 0.3% (n = 360,000);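 active = activation above the run cutoff, the mean activation of all test compounds plus 3 SD, cut at about 18% in these data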
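Assay system – human M5 receptor in CHO-K1 cells · Read-out – % activation, ACh-normalized · Technique – Fluo-8 calcium fluorescence · Dosing – single-point, 3 µM nominal · Incubation – Fluo-8 loading 80 min at 37 °C plus 30 min room temperature · Repeats – singlicate, one well per test compound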
* hit, by the source's call. Not a hit list. About 2.7% of those tested had a hit in this group.

Key to letters: A = M1 PAM parental; B = M5 antag; C = CHRM4 PAM; D = CHRM5 agonist; E = CHRM4 antagonist; F = CHO-K1 Ca antag; G = CHRM4 agonist; H = CHO-K1 Ca ag; I = M5 PAM
SMILES: CCCc1nc2c(nnn2Cc2ccccc2Cl)c(=O)[nH]1
  A = -2	B = 8	C = 0	D = -3	E = -9	F = -8	G = 0	H = 0.1	I = 9

SMILES: COc1ccc(-c2ccccc2)cc1NC(=O)[C@@H]1O[C@H](CO)[C@@H](O)[C@H]1O
  A = -1	B = 2	C = -1	D = 0	E = -4	F = -8	G = 1	H = 0.2	I = -3

SMILES: CC(=O)N1c2ccc(S(=O)(=O)N3CCCC(C(=O)Nc4cccc(F)c4)C3)cc2CC1C (centres undefined)
  A = -10	B = 15	C = 0	D = 7	E = -10	F = 5	G = 10	H = 1.0	I = -8

SMILES: O=C(NC1=NCCS1)c1ccc(Cl)c(S(=O)(=O)N2CCCC2)c1
  A = 8	B = -9	C = 18	D = 0	E = -11	F = -5	G = 5	H = 0.5	I = 14

SMILES: Cn1ccnc1SCc1ccc(Cl)cc1Cl
  A = 20	B = 10	C = 5	D = -4	E = -8	F = -16	G = 1	H = 2.8	I = -5

SMILES: Cc1nn(C)cc1/C=N/NC(=O)Cn1nccc1C
  A = 13	B = -4	C = 4	D = 0	E = 4	F = -5	G = 0	H = 0.7	I = 0

SMILES: CSCCC(NC(=O)c1ccccc1)C(=O)NCCCn1nc(C)cc1C (centres undefined)
  A = -13	B = 12	C = -3	D = 0	E = 6	F = -1	G = 0	H = 0.3	I = -4

SMILES: COc1ccccc1C(=O)N/C(=C/c1ccc(Br)cc1)C(=O)N1CCOCC1
  A = 15	B = -5	C = -1	D = 2	E = -18	F = -2	G = 9	H = 2.6	I = -4

SMILES: CCc1ccccc1NC(=O)C1CCN(C(=O)N2CCOc3ccccc32)CC1
  A = 15	B = 1	C = -1	D = 4	E = -11	F = -8	G = 3	H = 2.8	I = -3

SMILES: CCCc1nc2n[nH]c(N)c2c2c1CCCC2
  A = 11	B = -3	C = 26*	D = -4	E = 2	F = -4	G = 2	H = -0.4	I = 12

SMILES: Cc1c(NC(=O)/C(=C\c2ccccc2)NC(=O)c2ccccc2)c(=O)n(-c2ccccc2)n1C
  A = 13	B = 4	C = -3	D = 3	E = 1	F = -6	G = 1	H = 0.1	I = 1

SMILES: Cc1ccc2c(c1)N(C(=O)CCC(=O)Nc1ccccc1Br)CC(C)O2 (centres undefined)
  A = 18	B = -6	C = 6	D = -1	E = -19	F = -9	G = 3	H = 0.3	I = 1

SMILES: CCCCOc1ccc(C(=S)N2CCC(C(N)=O)CC2)cc1
  A = -11	B = 2	C = -5	D = -4	E = -4	F = 1	G = 2	H = 0.0	I = -7

SMILES: NC(=O)Nc1ccc(Oc2c(F)c(F)c(F)c(F)c2F)cc1
  A = 6	B = 7	C = 9	D = 7	E = 6	F = 0	G = 4	H = 0.1	I = -3

SMILES: Cc1ccc(CN2CC(C(=O)N3CC=C(c4ccccc4)CC3)CC2=O)cc1 (centres undefined)
  A = 20	B = -16	C = 2	D = 1	E = -6	F = -14	G = 7	H = 6.5	I = 4

SMILES: CCN(CC)S(=O)(=O)c1ccc(C)c(NC(=O)CNCCN(C(C)C)C(C)C)c1
  A = 11	B = -12	C = -4	D = -12	E = -17	F = -14	G = 0	H = 0.0	I = 6

SMILES: CCCCc1nnc2c(N(C)S(=O)(=O)c3ccc(C)cc3)nc3ccccc3n12
  A = -17	B = 12	C = -9	D = -1	E = 2	F = -2	G = 0	H = -0.2	I = -6

SMILES: COc1ccc(C(=O)c2ccc(Cl)c([N+](=O)[O-])c2)cc1
  A = 19	B = 3	C = -1	D = -3	E = 2	F = -3	G = 2	H = 0.5	I = 0

SMILES: COc1ccccc1CN1C(=O)C2CC=CCC2C1=O (centres undefined)
  A = 21	B = -11	C = 15	D = 3	E = 4	F = -12	G = 1	H = -0.1	I = 12

SMILES: Cc1ccc(C)c(N2CCN(C(=O)c3ccc(CS(=O)Cc4ccc(Cl)cc4)o3)CC2)c1 (centres undefined)
  A = -21	B = 3	C = -5	D = 2	E = 0	F = 12	G = 8	H = 2.1	I = 7

SMILES: COc1ccc(NC(=O)c2ccc(Cl)cc2)c[n+]1[O-]
  A = 11	B = 14	C = -5	D = 0	E = 3	F = -9	G = 0	H = -0.1	I = -1

SMILES: Cc1ccc(CCNC(=O)C2CCCN(C(=O)c3cc4sccc4n3C)C2)cc1 (centres undefined)
  A = 11	B = -3	C = -9	D = 1	E = 2	F = -18	G = 13	H = 6.2	I = -7

SMILES: CCOC(=O)C[C@H]1c2ccccc2S(=O)(=O)N1Cc1cccc(C(F)(F)F)c1
  A = -16	B = 4	C = 0	D = 1	E = 3	F = -4	G = 5	H = 0.5	I = -5

SMILES: CC(C)N1CCC(N2CCN(Cc3ccc4nonc4c3)CC2CCO)CC1 (centres undefined)
  A = -23	B = -3	C = -14	D = -4	E = -6	F = 11	G = 1	H = -0.4	I = 0

SMILES: Clc1ccc(-c2nnc3n2CCCCC3)cc1
  A = -5	B = 5	C = -1	D = -2	E = 4	F = 6	G = 0	H = 0.4	I = -3

SMILES: Cc1ccc(NC(=O)c2cc(S(=O)(=O)N3CCCCC3)ccc2N2CCOCC2)c(C)c1
  A = 3	B = 1	C = 5	D = -2	E = 2	F = -14	G = 0	H = 0.1	I = 3

SMILES: CC(C)(C)C1CCC(C(=O)Nc2ccc(N3CCOCC3)cc2N2CCOCC2)CC1 (centres undefined)
  A = 5	B = 19	C = 6	D = 2	E = -14	F = -5	G = 1	H = 2.0	I = -7

SMILES: CC[C@@H](NCCCn1cnc2c(SC)ncnc21)c1ccccc1
  A = -1	B = 3	C = -1	D = 0	E = 3	F = -5	G = 1	H = 0.5	I = -1

SMILES: Fc1cccc(Cl)c1Cn1ncc2ccccc21
  A = -7	B = -4	C = 1	D = -7	E = -8	F = -13	G = 1	H = -0.9	I = 1

SMILES: COc1ccc2oc(C(=O)OCC(=O)NCCc3ccccc3)c(C)c2c1
  A = -13	B = 12	C = 4	D = -5	E = -2	F = 11	G = 2	H = 0.1	I = -4

Brought forward from above: 4 compounds; new compounds follow.
Key to letters: A = M1 PAM parental; B = M5 antag; C = CHRM4 PAM; D = CHRM5 agonist; E = CHRM4 antagonist; F = CHO-K1 Ca antag; G = CHRM4 agonist; H = CHO-K1 Ca ag; I = M5 PAM
SMILES: CC(C)(C)C1CCC(C(=O)Nc2ccc(N3CCOCC3)cc2N2CCOCC2)CC1 (centres undefined)
  A = 5	B = 19	C = 6	D = 2	E = -14	F = -5	G = 1	H = 2.0	I = -7

SMILES: CC[C@@H](NCCCn1cnc2c(SC)ncnc21)c1ccccc1
  A = -1	B = 3	C = -1	D = 0	E = 3	F = -5	G = 1	H = 0.5	I = -1

SMILES: Fc1cccc(Cl)c1Cn1ncc2ccccc21
  A = -7	B = -4	C = 1	D = -7	E = -8	F = -13	G = 1	H = -0.9	I = 1

SMILES: COc1ccc2oc(C(=O)OCC(=O)NCCc3ccccc3)c(C)c2c1
  A = -13	B = 12	C = 4	D = -5	E = -2	F = 11	G = 2	H = 0.1	I = -4

SMILES: CCCc1nnc(NC(=O)CN2CCOCC2)s1
  A = 17	B = 1	C = -3	D = 2	E = 5	F = 0	G = 0	H = 0.2	I = 0

SMILES: O=c1c2ccccc2nc2sc3ccccc3n12
  A = 19	B = -6	C = 4	D = 0	E = -3	F = -5	G = 1	H = 0.3	I = 1

SMILES: CCOC(=O)c1c(NC(=O)c2cccs2)sc2c1CCC2
  A = 5	B = -3	C = 14	D = 1	E = -3	F = -17	G = 1	H = 0.4	I = 3

SMILES: COc1ccc(-n2cnnc2SCC(=O)NC2CCCc3ccccc32)cc1 (centres undefined)
  A = -4	B = 9	C = 7	D = -4	E = 2	F = 7	G = 2	H = 0.5	I = 4

SMILES: CCOc1ccccc1C(=O)Nc1nnc(C(C)C)s1
  A = -3	B = 9	C = -10	D = 2	E = 5	F = 2	G = 15	H = 3.9	I = -17

SMILES: Fc1cccc(CCN2CCNC[C@@H]2CC2CCCCC2)c1
  A = 30	B = 9	C = -11	D = -10	E = 13	F = -19	G = 4	H = 4.0	I = -27

SMILES: O=S1(=O)N=C(c2ccccc2)c2ccccc21
  A = 21	B = 10	C = -19	D = 2	E = 5	F = -16	G = 9	H = 4.0	I = -7

SMILES: Nc1ncnc(Oc2cccc(C(F)(F)F)c2)c1[N+](=O)[O-]
  A = 12	B = 0	C = 1	D = -7	E = -4	F = -17	G = 1	H = 0.6	I = 5

SMILES: CSc1nc(N)nc(SCCS(=O)(=O)c2ccc(Cl)cc2)c1C#N
  A = 9	B = 6	C = -8	D = 1	E = 11	F = -14	G = 11	H = 5.2	I = -8

SMILES: O=[N+]([O-])c1cccc(CN2CCN(c3cccc4[nH]ccc34)CC2)c1
  A = 13	B = 1	C = -4	D = -3	E = -6	F = -14	G = 3	H = 1.0	I = 1

SMILES: O=C(Cc1ccccc1)NC1(O)C(=O)c2ccccc2C1=O
  A = 12	B = 14	C = -2	D = -4	E = 8	F = -13	G = 0	H = 0.2	I = -2

SMILES: CC1CC(C)CN(CCC(=O)Nc2ccc(Br)cc2)C1 (centres undefined)
  A = -24	B = 2	C = -3	D = -5	E = 0	F = 7	G = 4	H = 0.9	I = 10

SMILES: O=C(Nc1ccccc1)OCCNC(=O)c1cccc(Br)c1
  A = -1	B = 16	C = 3	D = -3	E = -1	F = 7	G = 3	H = 0.9	I = -4

SMILES: COc1cc(CNC(=O)c2cc(-c3cc(C)cc(F)c3)n[nH]2)cc(OC)c1
  A = 18	B = 0	C = -2	D = 0	E = -7	F = -14	G = 8	H = 3.0	I = -4

SMILES: COc1cc2c(cc1OC)C(C(=O)NC(C)c1ccccc1)CC(=O)N2 (centres undefined)
  A = -6	B = 7	C = 4	D = 5	E = -13	F = -1	G = 0	H = 1.0	I = 4

SMILES: NS(=O)(=O)c1cccc(NC(=O)c2cccc3c(Br)cccc23)c1
  A = -9	B = 8	C = -4	D = -5	E = 1	F = -1	G = 1	H = -0.1	I = -4

SMILES: COc1ccc(C(=O)N2CCC(=O)N(C(CO)Cc3ccccc3)CC2)cc1 (centres undefined)
  A = 1	B = 16	C = -5	D = -1	E = 0	F = -6	G = 2	H = 0.2	I = -4

SMILES: COC(=O)c1ccc(C(C(=O)NCc2ccccc2)N(Cc2ccco2)C(=O)c2cnccn2)cc1 (centres undefined)
  A = 7	B = 3	C = -10	D = 5	E = 7	F = -5	G = 20	H = 7.2	I = -12

SMILES: Cc1cccc(CSCCNC(=O)c2ccc(N(C)S(=O)(=O)c3ccccc3)cc2)c1
  A = 19	B = -5	C = 2	D = -6	E = 2	F = 4	G = 4	H = 4.8	I = -33

SMILES: O=c1c(C/C=C/c2ccccc2)c(O)nc2n1CCCS2
  A = 13	B = -5	C = 10	D = 0	E = -1	F = -3	G = 0	H = 1.0	I = 5

SMILES: Cn1c(=O)c(=O)n(C)c2cc(N3CCCC3)c(NS(=O)(=O)c3ccc(Cl)cc3)cc21
  A = -8	B = -9	C = -7	D = 0	E = -2	F = -8	G = 7	H = 2.9	I = -7
